FXIa inh: blocks human coagulation factor XIa protease activity; P03951; inhibition, % at 5 µM; AID 798; purified FXIa, Boc-Glu-Ala-Arg-AMC fluorogenic substrate; 0.14% of 220,000 active;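 active means inhibition of at least 40%; inactive means inhibition below 40%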;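 further: fluorescence of freed AMC excited at 355 nm; 0% = enzyme without compound and 100% = no enzyme blank; many of its hits are not listed in these tables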
Wee1 degr inh: human Wee1 degradation inhibition, primary screen | P30291 | HeLa Luc-Wee1K328M stability, luciferase luminescence; 100% = proteasome inhibitor MG132 effect | reporter increase, % at 5 µM | 1.2% of 220,000 active | AID 1321;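 active means activation above the mean of all tested compounds plus 3 SD, set per screening run, cut at about 8.8% in these data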;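 further: cells exposed to compound for 20 h before luminescence read; 0% = DMSO alone and 100% = MG132 at 30 µM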
Target sequence (P30291 whole entry K328M): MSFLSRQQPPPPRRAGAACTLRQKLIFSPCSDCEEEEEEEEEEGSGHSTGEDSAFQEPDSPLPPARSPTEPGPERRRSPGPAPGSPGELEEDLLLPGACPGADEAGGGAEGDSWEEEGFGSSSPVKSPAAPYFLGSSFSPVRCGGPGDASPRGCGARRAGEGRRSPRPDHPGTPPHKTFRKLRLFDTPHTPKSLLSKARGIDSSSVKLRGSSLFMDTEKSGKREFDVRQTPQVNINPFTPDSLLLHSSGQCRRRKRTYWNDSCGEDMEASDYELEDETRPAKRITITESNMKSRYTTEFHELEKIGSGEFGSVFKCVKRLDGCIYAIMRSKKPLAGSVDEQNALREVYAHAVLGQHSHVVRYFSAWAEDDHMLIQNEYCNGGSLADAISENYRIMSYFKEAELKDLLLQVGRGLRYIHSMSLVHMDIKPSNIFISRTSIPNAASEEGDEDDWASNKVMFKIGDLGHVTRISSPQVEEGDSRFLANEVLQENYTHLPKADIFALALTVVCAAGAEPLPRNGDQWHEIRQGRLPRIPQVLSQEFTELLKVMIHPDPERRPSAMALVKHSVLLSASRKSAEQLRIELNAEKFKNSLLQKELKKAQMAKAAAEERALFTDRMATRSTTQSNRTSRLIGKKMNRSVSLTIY
Tb hexokinase: T. brucei hexokinase 1 inhibition. inhibition, % at 10 µM. recombinant TbHK1, G6PDH-coupled NADH A340. 0.11% of 220,000 active;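 active means inhibition of 50% or more in the single-dose primary screen; inactive means inhibition below 50%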
TNF necrop inh: TNF-alpha cell death inhibition in Jurkat FADD-/- cells | 0.068% of 220,000 active | activation (protection from cell death), % at 10 µM | Jurkat FADD-/- TNF necroptosis rescue, ATP luminescence, 24 h; 0 = TNF only, 100 = no-TNF cells;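 active means activation, meaning protection from cell death, of at least 50% relative to plate controls; inactive means activation below 50%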;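 further: necroptosis triggered by 40 ng/mL TNF-alpha added together with compound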
zVAD death inh: L929 zVAD cell death inhibition | AID 1377 | viability rescue, % at 10 µM | L929 zVAD necroptosis rescue, ATP luminescence, 24 h; with zVAD 60 µM | 0.38% of 220,000 active;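 active means activation, scaled between plate controls, above about 75%, limit read from the data; inactive means activation under that limit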;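 further: 0% = zVAD with DMSO and 100% = DMSO alone without zVAD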
CHOP inhibitor: blocks CHOP induction under ER stress | CHO-K1 CHOP-promoter luciferase, tunicamycin-induced, 15-18 h | inhibition, % at 10 µM | 3.8% of 220,000 active | AID 2732;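 active means compounds that reduced the stress-induced luciferase reporter signal by more than about 70% of percent inhibition, limit read from the data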;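 further: 0% = tunicamycin plus vehicle and 100% = wells without tunicamycin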
FXIIa inh: blocks human coagulation factor XIIa protease activity; inhibition, % at 5 µM; 0.3% of 220,000 active; purified FXIIa, Boc-QGR-AMC fluorogenic substrate, 2 h; in the data active means inhibition above about 40%;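 further: 0% = enzyme with no compound and 100% = blank without enzyme; many of its hits are not listed in these tables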
PGE2 EP2 inh: EP2 receptor (human) inhibition. inhibition, % at 25 µM. C6 glioma cells expressing human EP2, cAMP TR-FRET; cells stimulated with saturating PGE2. 0.52% of 260,000 active;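 active means percent inhibition above 40 after rounding to a whole number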;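 further: rat C6 glioma host cells with rolipram phosphodiesterase inhibitor present; the protocol text gives 20 µM as final concentration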
Target sequence (P43116 whole entry, looked up): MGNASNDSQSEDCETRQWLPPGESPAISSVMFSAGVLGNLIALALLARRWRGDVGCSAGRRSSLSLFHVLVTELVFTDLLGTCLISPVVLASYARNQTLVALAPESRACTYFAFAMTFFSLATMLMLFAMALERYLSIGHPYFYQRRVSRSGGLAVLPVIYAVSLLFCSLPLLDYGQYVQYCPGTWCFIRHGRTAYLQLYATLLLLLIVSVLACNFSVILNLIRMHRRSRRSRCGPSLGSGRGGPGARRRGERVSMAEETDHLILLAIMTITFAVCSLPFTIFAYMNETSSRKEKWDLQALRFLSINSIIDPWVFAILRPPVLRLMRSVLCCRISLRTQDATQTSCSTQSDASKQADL
PPC-1+TRAIL kill: compounds killing PPC-1 cancer cells with TRAIL present (potentiator screen, no TRAIL-free arm); PPC-1 cells + TRAIL, ATPLite viability luminescence; cell killing (% activity), % at 4 µM; 0.41% of 220,000 active;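 active means cell killing above 50% in the first pass at 4 µM, then a duplicate retest at 5 µM averaging 50% or more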;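 further: plate controls were cells with TRAIL plus DMSO for no effect and medium-only wells lacking cells for full effect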
* = called active by the depositor; / = no result given; & = joins results of further samples. Only part of the results is shown; the hit share may differ from the screen's.

Sequence of screens: Wee1 degr inh, CHOP inhibitor, zVAD death inh, FXIa inh, PPC-1+TRAIL kill, TNF necrop inh, Tb hexokinase, PGE2 EP2 inh, FXIIa inh
Cc1cccc(NC(=O)c2cn(-c3ccccc3)nc2-c2ccccc2)c1
    -3, 35, 0.9, -4, 20, 3.6, -3, 2, 0
c1ccc(CN=C2NN=C(c3ccccc3)CS2)cc1
    0, 19, 1.7, 3, 15, 16, -8, 3, 9
CC1SCC(=O)N(CC(=O)NCCc2ccccc2)C1=O (stereo not given)
    5, 2, 0.5, -2, 14, 0.4, 3, 3, 8
O=C(NCCc1ccccc1)c1ccc(CS(=O)(=O)c2ccc(Cl)cc2)o1
    4, -6, 2.7, -5, -2, -0.1, -2, 14, 2
COc1ccc(Nc2nc(-c3c[nH]c4ccccc34)cs2)cc1
    1, 22, 1.3, 4, -5, -0.6, -3, 9, 9
O=C(O)c1ccc2c(c1)C(=O)N(c1ncccn1)C2=O
    1, -20, /, -6, 23, -1.0, 8, 7, 8
COC(=O)[C@H](C)NC(=O)Nc1cccc(C)c1
    -4, 29, -0.3, -19, 20, -1.0, 1, 17, 12
COc1ccc(S(=O)(=O)N2CCC(N3CCN(c4ccccc4)CC3)CC2)cc1
    -3, 31, -0.4, 1, 24, -0.2, 3, /, 12
CCc1ccc(OCc2nnc(SCCN3CCOCC3)n2CC)cc1
    0, 27, 0.0, -3, 1, -2.9, -2, 6, -7
CCc1nnc(NC(=O)NC(C)(C)C)s1
    -1, 21, -0.3, 6, 25, -0.7, -7, 11, 12
O=S(=O)(Nc1nc2ccccc2nc1Nc1ccc2c(c1)OCO2)c1ccc(F)cc1
    3, 22, 1.2, 15, 24, -1.5, -2, 10, 4
Cc1ccc(C)c(N2CCN(C(=O)c3ccccc3Br)CC2)c1
    2, 87*, -0.1, 3, /, -3.6, 5, 10, 4
CCCCP(=O)(c1ccccn1)c1ccccn1
    0, /, -0.7, /, 19, -0.9, 1, /, /
Cc1nc2sc3c(c2c(=O)[nH]1)CCCC3
    -3, 12, -0.1, -2, 15, 1.2, -12, 7&9, 4
COC(=O)c1ccc(C(=O)OC)c(NC(=S)N2CCN(C)CC2)c1
    -1, 6, 1.9, -1, -4, 0.0, -7, 13, 5
CC1CCN(S(=O)(=O)c2ccc(NC(=O)CCN3C(=O)c4ccccc4C3=O)cc2)CC1
    -1, 65, 0.0, 2, 11, 0.6, -2, 3, 16
CCOC(=O)C(/C=N/c1cc(C)nn1-c1ccccc1)=C(\C)O
    2, 43, -0.3, -4, -6, -1.2, -46, 13, -14
O=C(Cn1cnc2ccccc2c1=O)c1ccc2ccccc2c1
    0, -12, 0.1, 3, 10, -0.8, -7, 16, 14
Cc1nc2c3ccccc3nc(SCC(=O)c3ccc(Cl)cc3)n2n1
    1, 23, 0.1, -4, 17, 0.7, -11, 3, -24
CCOC(=O)c1c(NC(=O)C(F)(OC)C(F)(F)F)sc(C(=O)N2CCCCC2)c1C (stereo not given)
    -4, 62, 0.6, 0, 3, 0.9, -8, /, 13
O=C(COc1cccc2cccnc12)N1CCc2ccccc2C1
    -1, -20, 0.7, 9, 16, -1.0, 30, 22, 19
CCn1c(SCc2ccc(C(=O)Nc3nccs3)cc2)nnc1-c1ccc(N)cc1
    1, -3, 88*, 4, 7, 17, -7, 15, 22
Cc1ccc(N2C(SCC(=O)O)=NC(=Nc3cccc(C)c3)C23CCCC3)cc1
    -2, 8, 7.2, 0, -7, 0.6, -10, 6, 11
CC(Sc1nc(-c2ccccc2)cc(C(F)(F)F)n1)C(=O)N1CCCC1 (stereo not given)
    -1, 92*, 0.3, 0, -9, -0.3, -5, 8&12, 1
CCOC(=O)c1c(NC(=O)CSc2nnc(-c3cccnc3)o2)sc2c1CCC2
    1, 10, -0.4, -1, 1, -2.5, -15, 14, 5
Cc1cc(C)c(C#N)c(N)n1
    6, -1, 1.6, 2, 13, -0.3, -8, 6, 8
CN1C(=O)/C(=C/c2cccc(Cl)c2)Sc2ccc(C(=O)NCc3cccnc3)cc21
    -1, -1, 10, -4, 6, -0.7, -14, 8, 1
CC(C)CCc1noc(CN2CCC(CCN3CCCC3=O)CC2)n1
    -2, 31, 0.8, -1, -3, 0.2, -1, 4, 3
O=C(NCc1ccco1)C1CCCN1C(=O)Nc1cccc(Cl)c1 (stereo not given)
    -1, -13, 6.6, -3, 10, -0.2, 3, 2&7, 10
N#Cc1c(NC(=O)CSCC(=O)O)sc2c1CCCC2
    2, -1, -0.1, -9, -5, 2.1, 44, 8&5, -11
COc1ccc2c(c1)CCC/C2=N\OC(=O)c1ccccc1F
    -2, 24, 4.4, -3, 23, 1.2, -1, 2, /
Cc1cc(C)cc(N2C(=O)C3CC=CCC3C2=O)c1 (stereo not given)
    -1, 12, -0.1, -2, -3, -1.3, -4, 9, 13
O=C(CSc1nnc(-c2ccco2)o1)NCC(=O)c1ccccc1
    -2, 12, -0.2, -7, 15, -2.2, 0, 4, 6
Cc1cc(Cl)cc(Br)c1OCCCNCC(C)O (stereo not given)
    1, 6, 0.8, -2, 23, 7.2, 9, 9, 4
Cc1ccsc1/C=N/Nc1ncc(Cl)cc1Cl
    1, 36, 2.4, 5, 4, -0.4, -28, 4, 21
CC1=C(C(=O)N2CCOCC2)C(c2ccccc2F)C2=C(CCCC2=O)N1 (stereo not given)
    -1, 22, -0.3, 6, 7, -1.8, -16, 9, 15
O=C(CSCc1ccc(C(=O)O)cc1)Nc1ccc2ccccc2c1
    -2, -26, 0.1, 3, -18, 2.9, -11, 8, 7
Cc1cc(C)n(-c2cccc(F)n2)n1
    2, 14, 3.3, -1, 6, 1.0, -6, 17, 7
CS(=O)(=O)N1CC(C(=O)NN)Oc2ccc(Cl)cc21 (stereo not given)
    0, 12, 3.2, -2, 9, 0.6, -2, 3, 6
CC(=O)NNc1cc(=O)c2c(=O)n(C)c(=O)n(C)c2[nH]1
    0, 20, -0.4, 4, -14, -1.6, 6, /, 12
COc1ccc(CN2C=C3C(=O)C(C)(OC(=O)C4CCCC4)C(=O)C=C3C=C2c2ccsc2)cc1 (stereo not given)
    /, 25, 1.0, 5, 9, -0.7, -13, 10, 9
Cc1ccc(N=Cc2c(O)[nH]c3ccccc23)c([N+](=O)[O-])c1
    6, 0, 1.3, -2, -2, -1.5, -10, -1, 4
Cc1cccc(-c2nnn(C/C(N)=N/O)n2)c1
    5, -1, 2.6, -6, /, 1.6, 1, 6&15, 9
CCO/C=C1/C(=O)N(c2ccc(OC)cc2)C(=O)c2ccccc21
    -1, -4, 1.0, 0, -5, -1.3, -2, 11, 9
CC(=O)Nc1ccc(-c2csc(NC(C)c3ccccc3)n2)cc1 (stereo not given)
    -2, 23, 48, -4, 14, 32, 19, 11, 6
Cc1noc(C)c1C(=O)Nc1ccccn1
    1, 65, 0.6, -4, 13, -1.0, -1, 6, 6
O=C(CSc1nc2ccccc2[nH]1)c1ccc2c(c1)OCO2
    2, 62, 0.2, -7, 18, -1.3, -11, 11, 4
CCNC(=S)Nc1ccc(N2CCCCC2)cc1
    3, 14, 2.4, 0, 5, -1.3, -1, 2, 11
COC(=O)C(NC(=O)c1ccc(F)cc1)(Nc1ncc(S(=O)(=O)c2ccc([N+](=O)[O-])cc2)s1)C(F)(F)F (stereo not given)
    5, 1, 0.1, 6, 9, -1.1, -9, 13, 12
CCNc1ccc(C(=O)OCC(=O)c2cc(C)n(Cc3ccc4c(c3)OCO4)c2C)cc1[N+](=O)[O-]
    -3, 18, 0.7, 9, 11, 1.8, 19, 6, 15
CC1(C)Cc2nc3sc4c(=O)n(CC(=O)NCc5ccccc5)cnc4c3cc2CO1
    0, -34, 1.4, 2, 6, -14, -1, 18, 8
CCC(C)NC(=O)CNC(=S)N(Cc1ccc(F)cc1)C1CCCCC1 (stereo not given)
    0, 29, 0.0, -3, 21, -0.1, -6, 0, 10
[N-]=[N+]=CC(=O)CC(c1ccccc1)N1C(=O)c2ccccc2C1=O (stereo not given)
    1, 7, -0.6, 7, 11, -1.5, -21, /, 20
CC(=O)N1CCN(Cc2nc3cc(NC(=O)c4ccccc4)ccc3n2C)CC1
    -1, 10, 0.0, -2, 18, -1.1, -11, 17, 12
CCOC(=O)N1CCN(c2cc(=O)n(-c3ccc(OCC)cc3)c(=O)[nH]2)CC1
    -2, 0, 0.5, -9, -17, -1.0, 7, 4, 3
COc1cccc(N2CC(=O)Nc3c(oc4nc(-c5ccccc5)cc(C)c34)C2=O)c1
    -2, -12, 6.5, -3, 1, 6.6, -8, 6, 6
O=[N+]([O-])c1c(Nc2ccccn2)cc(Cl)c2nonc12
    -1, 108*, -3.3, 3, 18, -26, -20, 56*, 9
Nc1nnc(SCC(=O)Nc2ccccc2)s1
    -2, 18, 0.7, 9, -7, 1.7, -2, 8, 3
CCC(=O)Nc1cccc(-c2nnc(SCC(=O)NCc3ccco3)n2C)c1
    -2, 6, 0.2, 2, 11, 0.1, 5, /, 19
Cc1cccc(C(=O)N(C)c2nnc(-c3ccncc3)s2)c1
    1, /, -0.5, /, /, -2.2, -7, 10, /

(more compounds)
Sequence of screens: Wee1 degr inh, CHOP inhibitor, zVAD death inh, FXIa inh, PPC-1+TRAIL kill, TNF necrop inh, Tb hexokinase, PGE2 EP2 inh, FXIIa inh
Cc1ccc(NC(=S)Nc2cccc(S(=O)(=O)Nc3c(C)n(C)n(-c4ccccc4)c3=O)c2)cc1
    -2, -30, 1.2, -1, 5, -0.6, -1, 4, 11
Cc1c(C(=O)NCc2ccc3c(c2)OCO3)sc2nc(-c3ccccc3)cn12
    0, 36, -0.5, 3, 8, 0.3, 4, 16, 19
N/C(=N\N=C\c1ccc2c(c1)OCO2)SC1CC(=O)N(c2ccc(C(=O)O)cc2)C1=O (stereo not given)
    -1, 23, 2.1, 10, 30, 0.1, -36, 5, 10
Brc1cccc(-c2nnc3sc(CN4CCC5(CC4)OCCO5)cn23)c1
    6, -7, 1.0, 0, 0, 0.5, 2, 6, 11
CCOc1ccc2cc(C#N)c(SCC(=O)N3CCOCC3)nc2c1
    3, -10, -0.4, -2, 6, -1.4, -15, 7&7, 3
COc1cc(SC#N)ccc1N=Cc1c(C)[nH]n(-c2ccc(C)cc2)c1=O
    2, 107*, -0.5, 8, 4, -11, -1, 6, 14
CCC(=O)N/C(=N/c1nc(C)cc(C)n1)Nc1cccc(OC)c1
    0, 44, -0.4, -2, 3, -0.2, -8, 8, 14
c1ccc(Nc2nc(NCC3CCCO3)c3ccccc3n2)cc1 (stereo not given)
    1, 34, 0.9, 2, 22, -6.4, -4, 13, 4
COC(=O)c1c(NC(=O)CN2CCOCC2)sc2c1CCC(C)C2 (stereo not given)
    0, 32, 0.2, -2, -7, -6.6, -8, 5, 14
CCN(C(C)=O)c1nc(CCl)cs1
    -2, 21, 0.3, 0, 1, -1.9, 4, 5, 4
Cc1n[nH]c(=S)n1Cc1ccccc1
    0, 13, -0.5, 4, 26, 3.9, 4, 4, 10
Cc1cc(C)n(CC2CC(=O)N(c3cc(Cl)cc(Cl)c3)C2=O)n1 (stereo not given)
    -3, 8, 0.8, 0, -6, 1.3, 1, 6, 7
CC(C)CNC(=O)NC(=O)COc1ncnc2sccc12
    9.4*, -14, 0.7, -6, 4, -0.2, -12, 4, 4
COc1cc(NC(C)CCCN)c2ncccc2c1Oc1ccccc1 (stereo not given)
    6, -31, 0.5, 4, 22, 0.5, 1, 9, 8
COc1cccc2c(=O)c3ccccc3oc12
    -1, 4&8, 24, -6, 20, -0.7, -6, 7, 5
O=C(CNS(=O)(=O)c1cccc2nonc12)NCc1ccc(F)cc1
    -1, 22, -0.1, -14, -7, 0.7, 0, 14, -3

Look-ups from above.
Under FXIa inh, CCN(C(C)=O)c1nc(CCl)cs1 is listed with 0
Under FXIIa inh, CCOc1ccc2cc(C#N)c(SCC(=O)N3CCOCC3)nc2c1 is listed with 3
Under CHOP inhibitor, c1ccc(Nc2nc(NCC3CCCO3)c3ccccc3n2)cc1 (stereo not given) is listed with 34

Source: PubChem BioAssay
